From PubChem BioAssay
HKDC1 inh: inhibitors of human hexokinase HKDC1; AID 493160; hit rate 0.16% among 340,000; recombinant HKDC1, G6PDH/diaphorase resazurin coupled fluorescence; inhibition, % at 20 µM;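 active = inhibition above about 35% when tested at 20 µM, limit read from the data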;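 note: plate controls were DMSO wells with enzyme for no effect and DMSO wells lacking enzyme for full effect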
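test system = in-house recombinant HK5 (HKDC1) enzyme | amount = HKDC1 at 5 µg/mL | control set = DMSO-enzyme wells negative, buffer-substituted wells positive | compound = one dose of 20 µM, 1% DMSO | schedule = reaction time 90 min, room temperature, protected from light | technique = resorufin fluorescence at 613 nm | reagent = glucose with 1 mM ATP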
SENP1 FRET inh: inhibitors of human SENP1 SUMO protease catalytic domain; recombinant SENP1 catalytic domain, CyPet-SUMO1-YPet FRET cleavage; Q9P0U3; hit rate 0.21% among 360,000; inhibition, % at 10 µM;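 active = inhibition at least 30% at 10 µM, raw YFP signal under a set limit, fluorescence ratio 0.5 to 1.5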;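 note: 0% = enzyme with DMSO and 100% = no enzyme wells; some results filed as inactive read as strong as hits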
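Material: hSENP1 catalytic domain, recombinant; medium: Tris pH 8 with BME, BSA, NP40 and catalase; compound: single concentration of 10 µM compound, 0.5% DMSO final; technique: FRET read of cyan and yellow fluorescence; timing: 50 min enzyme reaction, room temperature, light-protected; reagent: SFCypet-SUMO1-SFYpet substrate at 25 nM; control set: no-enzyme low, enzyme-DMSO high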
SENP6 inh: SENP6 protease inhibition | AID 2599 | hit rate 1.8% among 330,000 | Recombinant SENP6 catalytic domain, aminoluciferin luminescence | inhibition, % at 10 µM | Q9GZR1;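 active = inhibition above about 50% at the single tested dose, limit read from the data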;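 note: plate controls were DMSO wells with enzyme for no effect and DMSO wells lacking enzyme for full effect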
Target sequence (Q9GZR1 628-1112 limits assumed): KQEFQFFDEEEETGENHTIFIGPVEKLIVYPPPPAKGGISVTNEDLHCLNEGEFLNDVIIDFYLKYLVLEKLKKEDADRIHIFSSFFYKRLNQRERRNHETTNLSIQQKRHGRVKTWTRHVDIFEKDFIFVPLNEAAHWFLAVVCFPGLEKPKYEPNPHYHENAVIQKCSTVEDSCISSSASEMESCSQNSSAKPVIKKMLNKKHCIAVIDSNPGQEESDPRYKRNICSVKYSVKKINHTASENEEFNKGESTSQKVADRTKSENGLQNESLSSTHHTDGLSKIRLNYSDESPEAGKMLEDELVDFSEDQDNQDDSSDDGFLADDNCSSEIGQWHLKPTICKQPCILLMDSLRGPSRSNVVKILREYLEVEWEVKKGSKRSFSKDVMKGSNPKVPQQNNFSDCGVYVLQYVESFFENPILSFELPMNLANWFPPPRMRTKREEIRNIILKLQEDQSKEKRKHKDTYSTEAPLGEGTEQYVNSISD
SENP8 block-1: SENP8 (human) protease inhibition. Q96LD8. recombinant SENP8, Nedd8 substrate fluorescence. inhibition, % at 20 µM. hit rate 0.64% among 360,000. AID 602440; in the data active = inhibition mostly above about 40%, no sharp cut-off; inactive = mostly below about 27%
Target sequence (Q96LD8 whole entry, looked up): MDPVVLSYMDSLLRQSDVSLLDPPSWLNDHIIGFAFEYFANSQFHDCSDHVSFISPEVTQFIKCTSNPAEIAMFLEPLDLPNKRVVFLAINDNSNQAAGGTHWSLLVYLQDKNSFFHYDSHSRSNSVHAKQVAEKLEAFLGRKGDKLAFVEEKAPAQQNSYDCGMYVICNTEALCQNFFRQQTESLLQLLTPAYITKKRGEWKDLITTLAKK
Apaf1 inhib: inhibitors of human Apaf-1 apoptosome; AID 489030; inhibition, % at 20 µM; O14727; hit rate 0.71% among 330,000; reconstituted apoptosome caspase-3 activity, DEVD-Rh110 fluorescence; active = inhibition of at least 40% at 20 µM;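 note: plate controls were DMSO wells for no effect and DEVD-CHO caspase inhibitor wells for full effect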
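Assay system: Apoptosome proteins | Medium: pH 7.5 Hepes buffer with CHAPS, BSA, DTT | Also added: Cytochrome c and DEVD-Rh110 substrate | Times: 30 min plus 50 min, RT | Detection: Rhodamine 110 fluorescence at Ex 480/Em 540 nm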
SENP7 inh: SENP7 protease inhibition; inhibition, % at 5 µM; Q9BQF6; recombinant SENP7, Z-RLRGG-aminoluciferin luminescence, 40 min; AID 434973; hit rate 1.5% among 330,000;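 active = inhibition above about 50% at the single test dose, limit read from the data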;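 note: plate controls were DMSO with enzyme for no effect and no enzyme buffer wells for full effect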
Target sequence (Q9BQF6 706-1050 limits assumed): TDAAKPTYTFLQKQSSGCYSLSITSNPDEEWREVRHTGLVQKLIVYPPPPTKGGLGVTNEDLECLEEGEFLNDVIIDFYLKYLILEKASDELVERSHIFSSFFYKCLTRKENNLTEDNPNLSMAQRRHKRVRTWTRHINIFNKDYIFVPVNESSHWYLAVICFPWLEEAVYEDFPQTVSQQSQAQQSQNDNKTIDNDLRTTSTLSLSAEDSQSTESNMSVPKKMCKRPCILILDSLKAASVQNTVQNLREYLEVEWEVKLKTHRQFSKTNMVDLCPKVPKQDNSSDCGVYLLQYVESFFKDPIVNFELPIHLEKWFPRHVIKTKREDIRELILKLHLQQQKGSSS
SENP8 block-2: inhibitors of human SENP8 protease; inhibition, % at 10 µM; purified SENP8, Z-RLRGG-aminoluciferin cleavage, luminescence; Q96LD8; hit rate 1.2% among 330,000; AID 2540; in the data active = inhibition above about 50%
PfG6PD inh: PfG6PD (Plasmodium falciparum) enzyme inhibition. PfGluPho enzyme, NADPH resazurin-diaphorase fluorescence. inhibition, % at 20 µM. hit rate 0.78% among 350,000. AID 504690;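 active = inhibition reaching at least a set limit at 20 µM in the primary screen, cut at about 59% in these data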;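 note: 0% = DMSO wells with substrate and 100% = DMSO wells lacking glucose-6-phosphate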
Active calls of the source: *; . = not tested or not shown.

#1 O=C(CC(=O)c1ccccc1)Nc1cccnc1Cl
#2 COc1ccc2nc(NC(=O)CCc3nc(-c4ccccc4F)no3)sc2c1
#3 O=C(O)c1cccn1Cc1ccccc1F
#4 CCC12CN3CCN(CC(C3)/C1=N\NC(=O)Nc1ccccc1)C2
#5 CSC[C@H](NC(=O)Cc1c(C)c2cc3c(C)c(C)oc3cc2oc1=O)C(=O)N[C@@H](Cc1ccccc1)C(=O)O
#6 O=C(c1ccccc1)N1CCC2(CC1)NCCc1[nH]cnc12
#7 Cn1cc([N+](=O)[O-])c(C(=O)NCc2ccccc2)n1
#8 CCCCn1c(N)c(C(=S)NC(=O)CC(C)(C)C)c(=O)n(C)c1=O
assay / entry,1,2,3,4,5,6,7,8
HKDC1 inh,7,-5,-3,11,2,-6,-5,27
SENP1 FRET inh,3,3,2,2,-49,0,1,0
SENP6 inh,3,.,-13,-6,0,-4,-19,-3
SENP8 block-1,11,14,12,5,-6,11,5,9
Apaf1 inhib,-5,.,-6,3,12,9,-14,-2
SENP7 inh,4,.,-12,11,9,3,7,-8
SENP8 block-2,11,.,-13,-5,6,2,5,-4
PfG6PD inh,-2,9,-9,3,-14,3,2,-18

#9 O=C(N/C(=C\c1cccc(Br)c1)C(=O)N1CCCCC1)c1ccco1
#10 COC(=O)c1c(SCC(=O)Nc2ccc(C)cc2)nc(=O)[nH]c1C
#11 C=CCOc1ccc(CNc2nccs2)cc1
#12 N#Cc1c2c(c(NCc3cccnc3)n3c1nc1ccccc13)CCC2
#13 COc1ccc(C(=O)N/N=C/c2sc(=O)n(Cc3cccc(C(=O)O)c3)c2Cl)cc1
#14 Cn1c(SCC(=O)c2ccccc2)nnc1C1COc2ccccc2O1 (stereo not drawn)
#15 Cc1nc(C)c(C(=O)NCCC(c2ccccc2)c2ccccc2)o1
#16 C=CCOc1ccc(CNC(C)(C)CO)cc1OC
assay / entry,9,10,11,12,13,14,15,16
HKDC1 inh,-8,0,-6,4,3,1,-3,5
SENP1 FRET inh,1,-8,0,-21,-4,0,-3,3
SENP6 inh,29,-21,-14,24,-9,-18,2,-7
SENP8 block-1,-4,11,23,-256,0,9,5,31
Apaf1 inhib,28,-12,-2,7,-6,-4,14,-6
SENP7 inh,-4,-2,-1,22,-6,1,5,-4
SENP8 block-2,-11,-2,-7,11,-8,-8,0,2
PfG6PD inh,10,-12,0,-3,4,5,1,-7

#17 CCCSc1nc(C)cc(C)c1S(=O)(=O)c1ccccc1C
#18 COc1ccccc1/C=C\C(=O)NCC(=O)N/N=C(/C)c1cccc([N+](=O)[O-])c1
#19 COc1ccc(OC)c(NC(=O)CSc2ccc3nnc(-c4ccccn4)n3n2)c1
#20 Cc1cccc(NC(=O)N2CCc3ccccc3C2)c1C
#21 Cc1ccc(NC(=O)CN2C(=O)S/C(=C/c3ccncc3)C2=O)cc1
#22 O=C1Nc2cc(Cl)c(Cl)cc2N(O)N1c1cc(Cl)cc(Cl)c1
#23 Cn1c(C(O)c2ccc(Cl)cc2)nc(Cl)c1Cl (stereo not drawn)
#24 COCCCn1c(SCC(=O)Nc2ccccc2)nnc1-c1ccncc1
assay / entry,17,18,19,20,21,22,23,24
HKDC1 inh,4,-5,-7,-3,2,0,-4,1
SENP1 FRET inh,3,-1,2,2,2,1,-3,3
SENP6 inh,12,-14,6,6,-9,-4,13,-5
SENP8 block-1,24,-25,-1,12,4,15,13,35
Apaf1 inhib,7,14,-2,-8,8,3,2,4
SENP7 inh,-4,-8,-4,-1,2,-10,-5,0
SENP8 block-2,-5,-6,-3,-3,1,-8,1,-2
PfG6PD inh,-14,-11,12,1,2,0,10,7

#25 O=C(COc1cccc2c1CCNC2=O)Nc1ccc(F)cc1
#26 Clc1ccc(C2[C@H]3CN(Cc4cccnc4)[C@H](c4ccccc4)C34CC2(c2ccccc2)C4)cn1 (stereo partly drawn)
#27 Cc1cc2occ(CC(=O)NNC(=O)c3ccccc3F)c2cc1C
#28 CCn1c(=O)c2ccccc2n2c(SCC(=O)N3CCCc4ccccc43)nnc12
#29 C=CCN(CC=C)C(=O)C1CCC(C(=O)N(CC=C)CC=C)CC1 (stereo not drawn)
#30 CS(=O)(=O)c1ccc(C(=O)OCc2nnc(-c3ccc(Cl)cc3)o2)cc1[N+](=O)[O-]
#31 CCCN(CC(=O)Nc1ccccc1C)C(=O)c1ccc(C(=O)c2ccccc2)cc1
#32 Cc1ccc(F)cc1NC(=O)c1cnccn1
assay / entry,25,26,27,28,29,30,31,32
HKDC1 inh,1,2,1,-13,0,27,-4,-10
SENP1 FRET inh,-2,.,-10,0,2,0,2,-2
SENP6 inh,-1,-18,10,17,6,-21,-6,0
SENP8 block-1,10,.,-21,10,6,-4,14,14
Apaf1 inhib,10,29,-4,-6,2,6,8,4
SENP7 inh,0,-12,2,-5,8,2,4,-11
SENP8 block-2,13,-18,-5,-9,8,-11,1,-4
PfG6PD inh,18,7,0,-10,-9,19,-1,6

#33 CCOC(=O)C1=C(C)NC(C)=C(C(=O)OCC)C1c1cccs1
#34 O=C(CSc1nnc(-c2cccnc2)s1)Nc1ccc(C(=O)O)cc1
#35 CCOc1cc2[nH]c(=O)n(CCCN3CCN(c4ccc(OC)cc4)CC3)c(=O)c2cc1OCC
#36 COc1ccc(NC(=O)c2ccc3c(c2)OCO3)cc1
#37 N#CC(=C=[N-])C1=C(C#N)C(c2ccccc2F)C([n+]2ccccc2)C(O)(C2CC2)N1 (stereo not drawn)
#38 Cc1ccc(NC(=S)NCc2ccc3c(c2)OCO3)c(C)c1
#39 CCOC(=O)C1=C(C)C(c2ccccc2OC)NC(=S)N1 (stereo not drawn)
#40 Cc1noc(C)c1COC(=O)Cc1ccc(Cl)c(Cl)c1
assay / entry,33,34,35,36,37,38,39,40
HKDC1 inh,-6,-5,-8,3,-7,-2,-4,2
SENP1 FRET inh,1,2,-1,-1,11,-1,2,2
SENP6 inh,-7,-8,-2,68*,-4,-2,-28,-21
SENP8 block-1,-142,16,-48,13,-75,10,21,26
Apaf1 inhib,10,-1,-14,-4,-7,2,12,3
SENP7 inh,-3,-10,0,60*,1,19,-3,2
SENP8 block-2,-2,-11,2,62*,1,9,0,3
PfG6PD inh,21,-22,-8,15,12,1,2,69*

#41 COc1cc2cc(CCCOC(=O)c3ccc(C(F)(F)F)cc3)oc(=O)c2cc1OC
#42 CCOC1(/N=C(\C)NS(=O)(=O)c2ccc(Cl)cc2)C(C)=CC(=O)C=C1C
#43 COc1cccc(CN(C)C(=O)CN2C(=O)NC(c3ccccc3)(c3ccccc3)C2=O)c1OC
#44 Cc1[nH]c(=O)[nH]c(=O)c1/C=N/NC(=O)CCCCCNC(=O)OC(C)(C)C
#45 CN(c1ccccc1)S(=O)(=O)c1cccc(NC(=O)CCNC(=O)c2ccc(Cl)cc2)c1
#46 CCOC(=O)c1ccc(N2C(=O)CC(Nc3ccc(O)cc3)C2=O)cc1 (stereo not drawn)
#47 CN(C)CCCNC(=O)/C(=C\c1ccc(-c2cccc([N+](=O)[O-])c2)o1)NC(=O)c1ccccc1
#48 CCCCc1c(O)nc(SCC(=O)N2CCCCCC2)[nH]c1=O
assay / entry,41,42,43,44,45,46,47,48
HKDC1 inh,2,8,-4,2,1,-1,-11,-9
SENP1 FRET inh,1,2,3,1,-2,3,0,0
SENP6 inh,-1,2,-6,-7,0,-7,11,-17
SENP8 block-1,-13,29,8,32,-2,25,25,1
Apaf1 inhib,10,-7,11,-19,6,-16,13,6
SENP7 inh,0,-10,0,3,0,14,18,1
SENP8 block-2,-2,-10,3,-3,12,-5,5,-8
PfG6PD inh,0,7,10,14,10,16,22,-2

3 of the entries above in order of the SENP1 FRET inh value, low to high:
# | SMILES | SENP1 FRET inh
41 | COc1cc2cc(CCCOC(=O)c3ccc(C(F)(F)F)cc3)oc(=O)c2cc1OC | 1
42 | CCOC1(/N=C(\C)NS(=O)(=O)c2ccc(Cl)cc2)C(C)=CC(=O)C=C1C | 2
46 | CCOC(=O)c1ccc(N2C(=O)CC(Nc3ccc(O)cc3)C2=O)cc1 (stereo not drawn) | 3

Following part.
#49 Cc1ccc(Cn2nnc3c(=O)[nH]c(C4CCN(S(=O)(=O)/C=C/c5ccccc5)CC4)nc32)cc1
#50 COc1ccc(CN2CCN(CC(=O)Nc3ccccc3C(=O)NC3CC3)CC2)cc1F
#51 Cc1ccccc1-n1c(C)cc(/C=C2\NC(=O)NC2=O)c1C
#52 COc1ccc(-c2[nH]c(-c3ccc(SC)cc3)nc2SCC(=O)Nc2nccs2)cc1
#53 O=C(Nc1ccccc1)c1ccc(NCCN2CCOCC2)c(S(=O)(=O)N2CCOCC2)c1
#54 O=C(c1ccc(NS(=O)(=O)c2cccs2)cc1)N1CCOCC1
#55 Cc1nnc2ccc(N3CCC4(CC3)OCCO4)nn12
#56 COCCn1c(SCC(=O)NCc2cccs2)nnc1-c1ccc(OC)cc1
assay / entry,49,50,51,52,53,54,55,56
HKDC1 inh,2,-8,7,-54,-4,-12,-5,-4
SENP1 FRET inh,-2,0,-26,4,2,3,0,3
SENP6 inh,2,-1,-11,0,-2,-9,21,2
SENP8 block-1,14,18,-133,-396,-27,-2,12,7
Apaf1 inhib,25,-13,5,23,-1,0,-19,-15
SENP7 inh,-2,4,4,-5,-2,-5,6,-4
SENP8 block-2,1,12,-1,-1,0,-4,7,-3
PfG6PD inh,7,-65,13,15,-14,12,-5,-7

Whole records as entered above. Order of values: HKDC1 inh	SENP1 FRET inh	SENP6 inh	SENP8 block-1	Apaf1 inhib	SENP7 inh	SENP8 block-2	PfG6PD inh
Cc1nnc2ccc(N3CCC4(CC3)OCCO4)nn12 in the list: -5	0	21	12	-19	6	7	-5
Cc1ccccc1-n1c(C)cc(/C=C2\NC(=O)NC2=O)c1C in the list: 7	-26	-11	-133	5	4	-1	13
COCCn1c(SCC(=O)NCc2cccs2)nnc1-c1ccc(OC)cc1 in the list: -4	3	2	7	-15	-4	-3	-7
O=C(c1ccc(NS(=O)(=O)c2cccs2)cc1)N1CCOCC1 in the list: -12	3	-9	-2	0	-5	-4	12
COc1ccc(-c2[nH]c(-c3ccc(SC)cc3)nc2SCC(=O)Nc2nccs2)cc1 in the list: -54	4	0	-396	23	-5	-1	15

The list continues:
#57 CCOC(=O)c1ccc(NC(=O)CSc2nnc(CNC(=O)c3ccccc3F)o2)cc1
#58 O=C(NNC1=NS(=O)(=O)c2ccccc21)c1ccc([N+](=O)[O-])cc1
#59 O=C(COc1ccc2ccc(=O)oc2c1)NC1CCN(Cc2ccccc2)CC1
#60 CCCCCOC(=O)NCCOC(=O)Nc1ccc(C(=O)OCC)cc1
#61 O=C(Nc1ccccc1F)NC1CC1
#62 Cc1cc(C(C)(C)C)cc(C)c1C[n+]1ccc2ccccc2c1
#63 Clc1ccc(C[n+]2csc3ccccc32)cc1
#64 Cc1ccc(S(=O)(=O)NNC(=O)c2sccc2-n2cccc2)cc1
#65 C=CCOC(=O)C1=C[C@@H](c2ccc(Br)cc2)C[C@@H](OCCCCO)O1
assay / entry,57,58,59,60,61,62,63,64,65
HKDC1 inh,2,-4,-5,-2,-3,-3,-15,-4,-2
SENP1 FRET inh,2,1,0,2,0,1,-1,0,0
SENP6 inh,-19,-18,2,-16,-17,-17,.,-21,5
SENP8 block-1,4,22,-161,11,11,14,-2,21,10
Apaf1 inhib,2,9,5,12,-7,1,.,11,5
SENP7 inh,8,-20,3,-1,1,2,.,3,-6
SENP8 block-2,-6,-12,7,-4,3,12,.,7,4
PfG6PD inh,-1,-5,-5,13,7,-3,57,-5,12
